LYP inhibition = LYP phosphatase inhibitors, primary screen, biochemical, DiFMUP fluorescence, recombinant catalytic domain, 10 µM (AID 606) | inhibition, % at 10 µM; hits with a dose series show IC50 in µM | 52,000 tested, under 10 active | Tyrosine-protein phosphatase non-receptor type 22 (Homo sapiens) | recombinant LYP catalytic domain, DiFMUP fluorescence; higher % means a stronger effect;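 active = IC50 under 40 µM in the dose-response test; inactive = IC50 of 40 µM or more, or never dose-tested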
MK inhibit = S. pneumoniae MK inhibitors, primary screen, biochemical, PK/LDH-coupled NADH absorbance; mevalonate kinase [Streptococcus pneumoniae D39]; purified MK, PK/LDH-coupled NADH absorbance 340 nm; inhibition, % at 10 µM; 65,000 compounds, 0.48% hits; AID 555, 2006;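 active = ranked among the strongest by inhibition in the single 10 µM screen, a fixed top-ranked set picked for dose follow-up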; also: no value below 0 was filed
HT1080 viability = cytotoxicity in HT1080 fibrosarcoma cells, cell-based, fluorescence readout (AID 620); 87,000 compounds, 0.42% hits; cytotoxicity, % at 10 µM, or EC50 in µM where a hit was titrated; HT1080 viability, fluorescence; higher % means a stronger effect; in the data active = cytotoxicity above about 50%;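 also: cells exposed to compound overnight then 4 h with Alamar Blue; 0% = vehicle DMSO and 100% = killing control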
Spn DPM-DC inh = S. pneumoniae DPM-DC inhibitors, primary screen, biochemical, PK/LDH-coupled NADH fluorescence; calls only at 10 µM; diphosphomevalonate decarboxylase (Streptococcus pneumoniae D39); 65,000 compounds, 0.49% hits; purified DPM-DC;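 active = the 320 compounds with the highest percent inhibition in the single-dose primary screen, excluding strongly autofluorescent ones, cut at about 32% in these data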;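 also: kinetic rate of NADH fluorescence loss reporting ADP formed by the decarboxylase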
Spn PMK inh = S. pneumoniae PMK inhibitors, primary screen, biochemical, mevalonate pathway, pilot trial included; purified PMK, PK/LDH-coupled NADH absorbance 340 nm; inhibition, % at 10 µM; 65,000 compounds, 0.49% hits;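 active = top-ranked compounds by inhibition in the single 10 µM screen, taking a fixed number of the strongest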;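 also: 0% = full reaction with DMSO carrier and 100% = background rate without enzyme reaction; no value below 0 was filed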
* hit, by the source's call; i = inactive; . = not tested or not shown; & = joins results of further samples.

1) CC(C)=CC1C=C(C)C(C)C2C(=O)NNC(=O)C12 (stereo not drawn)
2) CCSc1nc2ccccc2[nH]1
3) O=C(c1cccnc1)N1CCN(C(=O)c2ccco2)CC1
4) CSCCC(NC(=O)OCc1ccccc1)C(=O)O (stereo not drawn)
5) CN1C(=O)CC(Sc2ncccc2C(=O)O)C1=O (stereo not drawn)
6) Cc1ccc(C(=O)N/N=C2\SCC(=O)N2c2cc(C)ccc2C)cc1

assay / entry | 1 | 2 | 3 | 4 | 5 | 6
LYP inhibition | . | . | . | . | . | .
MK inhibit | . | . | . | . | . | .
HT1080 viability | -16% | 10%&24% | -6% | 0% | 2% | 14%
Spn DPM-DC inh | . | . | . | . | . | .
Spn PMK inh | . | . | . | . | . | .

Reprinted, compounds 3–5
3) O=C(c1cccnc1)N1CCN(C(=O)c2ccco2)CC1
4) CSCCC(NC(=O)OCc1ccccc1)C(=O)O (stereo not drawn)
5) CN1C(=O)CC(Sc2ncccc2C(=O)O)C1=O (stereo not drawn)

assay / entry | 3 | 4 | 5
LYP inhibition | . | . | .
MK inhibit | . | . | .
HT1080 viability | -6% | 0% | 2%
Spn DPM-DC inh | . | . | .
Spn PMK inh | . | . | .

By substructure, those above containing a carbonyl joined to an NH by a bond outside any ring
4) CSCCC(NC(=O)OCc1ccccc1)C(=O)O (stereo not drawn)
6) Cc1ccc(C(=O)N/N=C2\SCC(=O)N2c2cc(C)ccc2C)cc1

assay / entry | 4 | 6
LYP inhibition | . | .
MK inhibit | . | .
HT1080 viability | 0% | 14%
Spn DPM-DC inh | . | .
Spn PMK inh | . | .

Later entries.
7) CC1CCC2(CC1)Nc1ccccc1C(=O)N2c1ccccc1 (stereo not drawn)
8) O=C1/C(=C\c2ccccn2)SC(=S)N1Nc1ncc(C(F)(F)F)cc1Cl
9) O=C1[C@H]2[C@@H](C(=O)N1c1cccc3ccccc13)C1(C(=O)c3ccccc3C1=O)N1CCC[C@@H]21
10) O=C(Nc1cccc(-c2csc(-c3ccccc3)n2)c1)c1cccs1
11) CCC(C)C(=O)Nc1ncc2c(n1)CC(c1cccs1)CC2=O (stereo not drawn)
12) CCOC(=O)CSc1nc2cc(C(=O)OC)ccc2c(=O)n1CCN1CCOCC1

assay / entry | 7 | 8 | 9 | 10 | 11 | 12
LYP inhibition | . | . | . | . | . | .
MK inhibit | . | . | . | . | . | .
HT1080 viability | -9% | -30% | -9% | 20% | 1% | -8%
Spn DPM-DC inh | . | . | . | . | . | .
Spn PMK inh | . | . | . | . | . | .

13) COc1ccc2c(C)c(C(=O)O)oc2c1
14) Cc1cc(C)n(CCc2nc3c4ccccc4n(CC#N)c(=O)n3n2)n1
15) CNC(=O)[C@@H]1C[C@H]1[C@@H](NC(=O)CNC(=O)OCc1ccccc1)c1ccccc1
16) COc1cc(NS(=O)(=O)c2ccc(Cl)cc2)c(C(=O)O)cc1OC
17) Cc1cc(SCc2cc(=O)[nH]c3ccccc23)nc2ccccc12
18) NC(Cc1ccc2nsnc2c1)C(=O)O (stereo not drawn)

assay / entry | 13 | 14 | 15 | 16 | 17 | 18
LYP inhibition | . | . | . | . | . | .
MK inhibit | . | . | . | . | . | .
HT1080 viability | 3% | 0% | -22% | 9% | 6% | 0%
Spn DPM-DC inh | . | . | . | . | . | .
Spn PMK inh | . | . | . | . | . | .

19) O=C(COC(=O)c1ccc2c(c1)OCCO2)Nc1cc(Cl)ccc1Cl
20) O=C(CCCOc1ccccc1)N1CCN(S(=O)(=O)c2cccs2)CC1
21) CCOC(=O)Cc1cc(=O)n2[nH]c(-c3ccccc3)cc2n1
22) COc1ccc(OCCn2cc(/C(N)=N/O)c3ccccc32)cc1
23) O=C(Nc1cccnc1Cl)c1cccnc1Cl
24) CC1CC(N(C(=O)c2ccc(Cl)cc2)c2ccccc2)c2ccccc2N1C(=O)c1ccco1 (stereo not drawn)

assay / entry | 19 | 20 | 21 | 22 | 23 | 24
LYP inhibition | . | . | . | . | . | .
MK inhibit | . | . | . | . | . | .
HT1080 viability | -2% | -9% | 4% | 9% | -6% | -4%
Spn DPM-DC inh | . | . | . | . | . | .
Spn PMK inh | . | . | . | . | . | .

25) Cc1c(O)ccc(C(=O)COc2ccc(F)cc2)c1O
26) COC(=O)Cc1cc(=O)[nH]c(/N=C(\N)Nc2ccc(C)cc2)n1
27) Cc1ccc(S(=O)(=O)N2CCOCC2)cc1NC(=O)COC(=O)CCC(=O)c1cccs1
28) COC(=O)[C@@H]1C[C@@H]2CC[C@@H](O)C[C@@H]2N1Cc1ccc(N2CCOCC2)cc1
29) Cc1nn(-c2ccccc2)c2c1C(c1ccc(O)c(O)c1)N1C(=N2)C(Nc2ccccc2)=Nc2ccccc21 (stereo not drawn)
30) COc1ccc(NC(=O)Cn2nnc(C(=O)NCCc3ccc(OC)c(OC)c3)c2N)cc1

assay / entry | 25 | 26 | 27 | 28 | 29 | 30
LYP inhibition | . | . | . | . | . | .
MK inhibit | . | . | . | . | . | .
HT1080 viability | 0% | -7% | -18% | 14% | -7% | 7%
Spn DPM-DC inh | . | . | . | . | . | .
Spn PMK inh | . | . | . | . | . | .

31) CC1(C)C(c2ccco2)=[N+]([O-])C2(CCCCC2=O)N1O (stereo not drawn)
32) CCOC(=O)c1sc(C)c2c1NC(C)(c1cccc3ccccc13)NC2=O (stereo not drawn)
33) Cc1cc(C)n(CC(=O)N/N=C/c2ccc(C)o2)n1
34) CCOc1cc2[nH]c(=S)n(CCCN(CC)CC)c(=O)c2cc1OCC
35) O=c1nc2n(c3ccc(Br)cc13)CCS2
36) CC(C)NS(=O)(=O)c1ccc(N2C(=O)c3ccccc3C2=O)cc1

assay / entry | 31 | 32 | 33 | 34 | 35 | 36
LYP inhibition | . | . | . | . | . | .
MK inhibit | . | . | . | . | . | .
HT1080 viability | -1% | 0% | 27% | -26% | -4% | 31%
Spn DPM-DC inh | . | . | . | . | . | .
Spn PMK inh | . | . | . | . | . | .

Given with two lines to a compound: part of the list above.
Values run as follows: LYP inhibition | MK inhibit | HT1080 viability | Spn DPM-DC inh | Spn PMK inh
#35 O=c1nc2n(c3ccc(Br)cc13)CCS2
→ . | . | -4% | . | .
#32 CCOC(=O)c1sc(C)c2c1NC(C)(c1cccc3ccccc13)NC2=O (stereo not drawn)
→ . | . | 0% | . | .
#33 Cc1cc(C)n(CC(=O)N/N=C/c2ccc(C)o2)n1
→ . | . | 27% | . | .

Gathered by group: the entries above containing a COOH group (5)
4) CSCCC(NC(=O)OCc1ccccc1)C(=O)O (stereo not drawn)
5) CN1C(=O)CC(Sc2ncccc2C(=O)O)C1=O (stereo not drawn)
13) COc1ccc2c(C)c(C(=O)O)oc2c1
16) COc1cc(NS(=O)(=O)c2ccc(Cl)cc2)c(C(=O)O)cc1OC
18) NC(Cc1ccc2nsnc2c1)C(=O)O (stereo not drawn)

assay / entry | 4 | 5 | 13 | 16 | 18
LYP inhibition | . | . | . | . | .
MK inhibit | . | . | . | . | .
HT1080 viability | 0% | 2% | 3% | 9% | 0%
Spn DPM-DC inh | . | . | . | . | .
Spn PMK inh | . | . | . | . | .

Other records follow.
37) CC1=NN(c2ccccc2)C(=O)C1(C)C
38) CCOC(=O)N1CCN(C(=O)c2ccc(N(Cc3ccc(C)cc3)S(C)(=O)=O)cc2)CC1
39) COC(=O)c1sc(NC(=O)CSc2nnnn2-c2cccc(OC)c2)nc1C
40) Cn1cnnc1SCC(=O)NCCC(c1ccccc1)c1ccccc1
41) CC(C)(C)N1NC(=O)Nc2ccccc2C1=O
42) CCn1c(=S)[nH]c2nc3c(cc2c1=O)CCCC3

assay / entry | 37 | 38 | 39 | 40 | 41 | 42
LYP inhibition | . | . | . | . | . | .
MK inhibit | . | . | . | . | . | .
HT1080 viability | 11% | 13% | 20% | -3% | 5% | -18%
Spn DPM-DC inh | . | . | . | . | . | .
Spn PMK inh | . | . | . | . | . | .

43) CCOC(=O)c1c(C)[nH]c(C)c1C(=O)COC(=O)c1ccc(Cl)c(S(N)(=O)=O)c1
44) COc1cc2c(cc1NCc1ccc3c(c1)OCO3)oc1ccccc12
45) Cc1nnc(NC(=O)c2ccc3c(c2)C(=O)N(CCC(C)C)C3=O)s1
46) O=C(NCc1ccccc1)c1ccc(-c2ccc(F)cc2)o1
47) CCN(CC)CCn1c2ccc(F)cc2c2nc(C)sc21
48) COc1cc(C(=O)Nc2nc3ccc4nc(C)sc4c3s2)cc(OC)c1OC

assay / entry | 43 | 44 | 45 | 46 | 47 | 48
LYP inhibition | . | . | . | . | . | .
MK inhibit | . | . | . | . | . | .
HT1080 viability | 16% | -9% | -6% | 22% | 30% | 28%
Spn DPM-DC inh | . | . | . | . | . | .
Spn PMK inh | . | . | . | . | . | .

49) CCCC(=O)Nc1ccccc1NC(=O)c1cc(OC)c(OC)c(OC)c1
50) FC(F)(F)c1cc(-c2ccco2)nc(NCCc2ccccc2)n1
51) CC(C)NC(=O)[C@@H]1C[C@@]1(C)[C@@H](NC(=O)OCc1ccccc1)c1ccccc1
52) CCc1ccc(NC(=O)CSc2nnc(COc3ccc4c(c3)CCCC4)o2)cc1
53) CCOC(=O)c1c(NC(=O)c2c(Br)cnn2CC)sc(C)c1C
54) CCOc1cc(S(=O)(=O)N2CCCCCC2)ccc1F

assay / entry | 49 | 50 | 51 | 52 | 53 | 54
LYP inhibition | . | . | . | . | . | .
MK inhibit | . | . | . | . | . | .
HT1080 viability | -6% | -7% | -28% | -3% | -8% | -13%
Spn DPM-DC inh | . | . | . | . | . | .
Spn PMK inh | . | . | . | . | . | .

55) O=C(OC(C(=O)NC1CCCC1)c1ccccn1)c1cccs1 (stereo not drawn)
56) COc1cccc(C(C#N)N2N=C(C)CC2(C)C)c1O (stereo not drawn)
57) O=C(c1cnccn1)N(Cc1ccco1)C1(C(=O)NC2CCCCC2)CCCCC1
58) O=C(c1ccccc1)N1CCCC(C(=O)N2CCc3ccccc3C2)C1 (stereo not drawn)
59) CCN(CC(=O)NC(c1ccccc1)c1ccccc1)Cc1nc2ccccc2c(=O)[nH]1
60) Cc1cnnc2ccc3c(no[n+]3[O-])c12

assay / entry | 55 | 56 | 57 | 58 | 59 | 60
LYP inhibition | . | . | . | . | . | .
MK inhibit | . | . | . | . | . | .
HT1080 viability | -10% | 2% | 10% | -1% | -25% | -3%
Spn DPM-DC inh | . | . | . | . | . | .
Spn PMK inh | . | . | . | . | . | .

61) Fc1cccc(-c2nn[nH]n2)c1
62) O=C(O)CSc1ncnc2c1oc1ccccc12
63) O=C(Nc1cccc(F)c1)c1ccccc1
64) Clc1cccc(-c2cc3nc4c(c(N5CCNCC5)n3n2)CCCC4)c1
65) C/C(=N/NC(=O)Cc1cccn1C)c1ccccc1
66) CSc1nnc(-c2sc3cc(C(F)(F)F)cnc3c2-c2ccccc2)n1C

assay / entry | 61 | 62 | 63 | 64 | 65 | 66
LYP inhibition | . | . | . | . | . | .
MK inhibit | . | . | . | . | . | .
HT1080 viability | 11% | 20% | -18% | 24% | 9% | 37%
Spn DPM-DC inh | . | . | . | . | . | .
Spn PMK inh | . | . | . | . | . | .

67) Cc1cc(SCC(=O)c2ccccc2)nc(SCC(=O)c2ccccc2)n1
68) Nc1nc2c(ncn2COC(CO)CO)c(=O)[nH]1
69) Cc1ccc(N(CC(N)=O)C2SC(=O)NC2=O)cc1 (stereo not drawn)
70) CC1(C)S[C@@H]2[C@H](NC(=O)[C@H](N)c3ccc(O)cc3)C(=O)N2[C@H]1C(=O)O
71) O=c1[nH]cnc2c1ncn2[C@@H]1O[C@H](CO)[C@@H](O)[C@H]1O
72) O=C(O)c1ccccc1O
73) CCOC(=O)C(/C(N)=N/C(=O)Nc1ccccc1)=C(\C)O
74) Cc1cc2nnc(SCC(=O)NCc3ccco3)n2c2ccccc12

assay / entry | 67 | 68 | 69 | 70 | 71 | 72 | 73 | 74
LYP inhibition | . | 14% | 16% | 8% | 13% | 13% | . | .
MK inhibit | . | . | . | . | . | . | 0 | 4
HT1080 viability | -15% | 0% | 22% | -6% | 6% | -12% | . | .
Spn DPM-DC inh | . | . | . | . | . | . | i | i
Spn PMK inh | . | . | . | . | . | . | 10 | 15

An excerpt. The share of hits here may be higher or lower than overall.
